# Hep lipid drop = modulators of hepatic lipid droplet formation; inhibition, % at 6.5 µM; 0.4% of 240,000 active; AML12 mouse hepatocytes, oleate lipid droplets, BODIPY imaging;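 active means lipid droplet intensity inhibited by at least 50%, with more than 500 cells counted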
#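 Material – AML12 mouse liver cells · Also added – oleate loading, 100 µM · Compound dosing – 6.5 µM single-point dosing · Times – overnight treatment with compound plus oleate · Measured by – fluorescence imaging, 20x objective, two fields per well · Read-out – percent inhibition of filter-corrected integrated lipid droplet intensity per well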
# bCat nuc transl = modulators of beta-catenin nuclear translocation; AID 1665; HeLa beta-catenin nuclear translocation, immunofluorescence imaging; nuclear translocation activity, % at 5 µM; 0.3% of 190,000 active;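 active means nuclear translocation activity above 50% at 5 µM, with a well cell count of 50 or more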;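 further: per-cell ratio of nuclear to cytoplasmic median beta-catenin stain intensity; plate controls were DMSO negative control for no effect and GSK-3 inhibitor IX positive control for full effect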
#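 Test system: human HeLa cell line; Doses: 5 µM primary, 0.02–20 µM confirmation; Incubation: 24 h compound exposure, 37°C; Detection: beta-catenin immunofluorescence imaging with DAPI; Read-out: beta-catenin nuclear/cytoplasmic ratio, % activation.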
# T cell modulator = T cell immune modulation candidate; AID 2052; calls only at 7 µM; 2C CD8+ T cell-vesicle binding, flow cytometry; stronger effect = lower value; 0.068% of 330,000 active;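 active means response, share of CD8 T cells binding vesicles, and their 90th percentile fluorescence all below set limits, cut at about 80% in these data, passing the limit was not always enough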
#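 Test system: purified 2C TCR transgenic mouse naive CD8+ T cells. Probe or stimulus: QL9-peptide-loaded Drosophila micro-vesicles bearing Ld, ICAM-1 and B7-1. Incubation: binding step 1.5 h, 37 °C, antibody labelling 20 min, ice. Measured by: flow cytometry of vesicle-bound cells.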
# Autophagy mod = alters autophagy in cells; MEF GFP-LC3 puncta imaging; test concentration mostly 10 µM; calls only at 10 µM (by protocol); 0.98% of 190,000 active;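 active means percentage of spot-positive cells more than 3 SD above its plate mean, without a fluorescence outlier flag or 80% toxicity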;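 further: spot-positive cell cutoff set from DMSO-treated cells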
# Salmonella PhoP GFP = inhibitors of PhoP regulon expression, primary screen, Salmonella Typhimurium, GFP reporter (AID 1863); S. Typhimurium PhoP-regulated promoter GFP reporter, 4 h; higher % means a stronger effect; inhibition, % at 50 µM; hits with a dose series show IC50 in µM; 0.16% of 300,000 active;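 active means inhibition over 29.93%, a cutoff 3 SD above the screen mean, later confirmed by dose response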;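 further: 0% = low Mg2+ inducing control and 100% = high Mg2+ repressing control; strong numbers were not always called active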
# Dynein transport = blocks dynein driven cargo transport along microtubules | z-score, hits read low | 0.47% of 220,000 active | 3617.4 mouse cells, GR-EGFP nuclear translocation imaging; test concentration mostly 20 µM; stimulated with dexamethasone, 1 µM; stronger effect = lower value | AID 1381;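 active means plate z-score of nuclear minus cytoplasmic receptor signal below a set negative limit, without overly bright fluorescence or cell loss, cut at about -3.5 in these data, passing the limit was not always enough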;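 further: z-score of nuclear minus cytoplasmic ring GR-EGFP intensity difference per well; some compounds called inactive have numbers as strong as hits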
#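 Buffer or medium: tet-free, stripped-serum medium; Also added: dexamethasone, 1.0 µM final; Technique: high-content fluorescence imaging after fixation; Times: 48 h induction, 1 h compound, 30 min dex at 37 °C; Read-out: per-cell GR-EGFP intensity, nucleus versus surrounding cytoplasmic ring, well-averaged.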
# MT stabilize HCS = stabilizes microtubules in HeLa cells | HeLa tubulin immunostaining HCS, 24 h; share of cells brighter than vehicle mean+2SD | % tubulin-high responders, % at 10 µM | 0.83% of 200,000 active | AID 2205;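 active means plate Z-score above 3 for both tubulin-high and condensed-nucleus cell shares, with cell loss under 80%, at 10 µM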;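 further: anti alpha tubulin signal scored within the nucleus-defined area of each cell; some results filed as inactive read as strong as hits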
# Insulin prom up = MIN6 insulin promoter up-regulation | z-score at 5 µM | AID 1625 | MIN6 insulin promoter-GFP reporter, high-content imaging; stronger effect = higher value | 0.3% of 190,000 active;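 active means z-score above 3 at 5 µM with at least 500 cells counted in the well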
# CSM14.1 death rescue = protection against thapsigargin-triggered cell killing – 384-well, CSM14.1, ATP luminescence, primary screen (AID 1222); CSM14.1 thapsigargin-induced death rescue, ATP luminescence; higher % means a stronger effect; one-dose cellular ATP content (survival), % at 20 µM; EC50 in µM for titrated hits; 190,000 tested, under 10 active;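 active means EC50 below 50 µM in the dose-response confirmation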;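 further: death triggered by thapsigargin at about 15 µM added after 2 h compound pretreatment; cell ATP read after overnight thapsigargin exposure of roughly 18 to 22 hours; normalized against plate controls of thapsigargin alone and 5% DMSO vehicle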
# Dynein transport cytoplasmic EGFP = also measured in Dynein transport; calls as there; z-score; measured here: cytoplasmic GR-EGFP intensity; stronger effect = higher value
# Dynein transport nuclear GR-EGFP = also measured in Dynein transport; calls as there; z-score; measured here: nuclear GR-EGFP intensity;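 lower value marks the stronger effect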
# Dynein transport cell count = second read-out of Dynein transport, no call of its own (marks repeat the call); z-score; measured here: cell count per field
# Insulin prom up cell count = recorded beside Insulin prom up, whose call it bears; cell count; measured here: cytotoxicity, nuclei count;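 total cells summed across four imaged fields per well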
# Hep lipid drop cells 6.5 µM = second read-out of Hep lipid drop, no call of its own (marks repeat the call); cell count; measured here: cell count, cytotoxicity flag;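 cells counted across two imaged fields per well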
# bCat nuc transl cell count 5 µM = second read-out of bCat nuc transl, no call of its own (marks repeat the call); cell count; measured here: cell count, cytotoxicity flag
# T cell modulator vesicle-bound % = further read-out of T cell modulator, marked with its call; double positive events, %; measured here: CD8+ vesicle-bound cell fraction;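 binding gate set so that unloaded-vesicle control wells show 10% double positive cells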
# MT stabilize HCS Hoechst-high % = also measured in MT stabilize HCS; calls as there; % Hoechst-high responders; measured here: nuclear condensation Hoechst responders;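 share of cells brighter than vehicle mean plus two SD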
# MT stabilize HCS cytotoxicity % = second read-out of MT stabilize HCS, no call of its own (marks repeat the call); toxicity, %; measured here: cytotoxicity by cell density;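 0% = mean cell density of plate MIN control wells and 100% = no cells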
# Autophagy mod cell loss 18 h = further read-out of Autophagy mod, marked with its call; toxicity, %; measured here: cell loss, nuclei count;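 cell loss after 18 h compound exposure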
# Active calls of the source: *; i = inactive; . = not tested or not shown.
# Results follow in this order: Hep lipid drop, Hep lipid drop cells 6.5 µM, bCat nuc transl, bCat nuc transl cell count 5 µM, T cell modulator, T cell modulator vesicle-bound %, Autophagy mod, Autophagy mod cell loss 18 h, Salmonella PhoP GFP, Dynein transport, Dynein transport cytoplasmic EGFP, Dynein transport nuclear GR-EGFP, Dynein transport cell count, MT stabilize HCS, MT stabilize HCS Hoechst-high %, MT stabilize HCS cytotoxicity %, Insulin prom up, Insulin prom up cell count, CSM14.1 death rescue
> O=C(O)CSc1nnc(-c2ccncc2)n1CCc1ccccc1
    3, 808, -3.8, 1203, i, 26, i, -7, -11%, 0.89, -0.28, 0.48, -0.65, 4.8, 2.2, 4.7, 0.59, 1264, -2.3%
> CN1/C(=C\C(=O)COC(=O)c2ccco2)C(C)(C)c2ccccc21
    -8, 716, -0.8, 1106, i, 54, i, 16, 14%, -0.66, -0.25, 0.039, 0.94, 3.3, 1.9, 4.8, -0.22, 1062, 0.3%
> c1ccc(-n2nnnc2N2CCOCC2)cc1
    ., ., -0.9, 1222, i, 33, i, -38, -8%, -0.57, -0.26, 0.057, 0.17, 2.6, 1.6, 8.3, ., ., 0.0%
> CCOc1ccc(C2CC(=O)NC(SCC(=O)OC)=C2C#N)cc1 (stereo unspecified)
    ., ., ., ., i, 26, i, 21, 12%, 0.11, -0.15, 0.11, -0.42, 3.4, 2.4, 6.3, 0.1, 1057, 0.0%
> CC(=O)c1sc(NC(=O)c2ccco2)nc1-c1ccccc1
    ., ., ., ., i, 23, i, 13, 0%, -0.28, -0.25, 0.11, 0.43, 7.7, 3.9, 8.4, -1.1, 876, -0.4%
> CCOc1ccc(-n2nnc3c(=O)n(CC(=O)NCc4ccco4)cnc32)cc1
    11, 799, 1.7, 1308, i, 36, ., ., 4%, 2, 1.2, 2.6, -3, ., ., ., ., ., .
> c1ccc(CN2CCOCCOCCOCC2)cc1
    2, 556, 0.2, 1299, i, 28, ., ., 5%, 0.13, -0.28, -0.35, 0.67, ., ., ., -1.5, 965, .
> CCC(C)(C)NC(=O)c1sccc1Oc1ccc(F)cc1[N+](=O)[O-]
    -4, 688, -2.8, 1112, i, 59, i, -8, 5%, -0.16, -0.21, -0.16, -0.036, 2.8, 2.6, 7.5, -0.88, 1296, -0.4%
> Cc1cc(OC2CCCCC2)nc(-c2ccccc2O)n1
    ., ., -4.8, 673, i, 35, i, 7, -2%, -0.27, -0.086, -0.5, 1.1, 4.7, 1.4, 3.2, 0.24, 1546, -1.2%
> Cn1c(C(=O)N2CCC(C(=O)N3CCOCC3)CC2)cc2sccc21
    24, 646, 0.3, 1088, i, 23, i, -8, 2%, 0.5, -0.19, 0.38, 0.15, 2.2, 2.4, 8.6, -0.34, 1977, -0.4%
> CC(c1ccccc1)C1C(C#N)=C(N)OC2=C1C(=O)CC(C)(C)C2 (stereo unspecified)
    ., ., -3.1, 886, i, 33, i, -12, 8%, -0.51, -0.1, -0.19, 0.64, 2.4, 1.9, 12, -0.46, 1120, 1.0%
> CC(C)CC(=O)Nc1ccccc1-c1nnn(CC(=O)N2CCOCC2)n1
    10, 702, 1.2, 1051, i, 11, i, -3, -1%, 1.4, -0.23, -0.17, -0.0025, 2.8, 1.8, 6.8, 0.85, 1203, .
> CC(c1nc2ccccc2o1)N1C(=O)c2ccccc2C1=O (stereo unspecified)
    5, 700, -4.5, 644, i, 10, i, 12, -4%, 0.5, -0.19, 0.72, -1.4, 2.3, 1.6, 5.5, ., ., 0.9%
> COc1ccc(OC)c(CNC(=O)CCNC(=O)Cn2ccc3ccccc3c2=O)c1
    ., ., 0.5, 1276, i, 40, i, 7, -2%, -0.54, -0.43, -0.25, 0.054, 2.4, 1.3, 9.4, -0.11, 1620, -1.2%
> CC(=O)N1CCN(C(=O)c2cc(C)nc3ccccc23)CC1
    4, 695, -8.7, 1088, i, 36, i, 9, -6%, 0.053, -0.22, 0.18, 0.12, 3.8, 1.9, 10, -0.05, 1537, -1.4%
> O=C(Nc1ccc(N2CCN(Cc3ccccc3)CC2)cc1)c1ncn[nH]1
    8, 724, 0.7, 1219, i, 29, i, -3, -2%, 0.41, -0.22, 0.17, -0.37, 3.2, 1.8, 9.0, -0.67, 1281, -3.3%
> CCOC(=O)C1CCCN(c2c(NCCN(C)Cc3ccccc3)c(=O)c2=O)C1 (stereo unspecified)
    ., ., ., ., i, 35, i, -9, 4%, 0.45, -0.16, 0.48, -0.51, 1.9, 3.7, 4.3, 0.08, 1011, -0.3%
> COCCNC(=O)CSc1nc2cc3c(cc2c(=O)n1CCCC(=O)NCc1ccc(OC)cc1)OCO3
    16, 790, 3.2, 563, i, 36, i, 23, 1%, -0.6, -0.2, -0.27, 0.26, 1.6, 1.0, 0.9, ., ., 0.9%
> O=C(O)c1ccc(Nc2nc(-c3cccnc3)nc3ccccc23)cc1
    0, 655, -4.6, 1249, i, 25, i, 4, -21%, -0.66, -0.19, -0.073, 0.26, 3.9, 1.2, 8.4, 0.13, 1414, -0.3%
> N#Cc1ccccc1OCC(=O)NC(N)=O
    -15, 755, 0.2, 1018, i, 24, i, 10, -6%, -0.36, -0.12, 0.41, 0.76, 3.1, 1.7, 7.5, ., ., -1.7%
> O=C(NCc1ccccc1)N[C@@H](Cc1c[nH]c2ccccc12)C(=O)O
    ., ., -0.9, 1147, i, 6, i, 4, -2%, -1.6, -0.21, -0.39, -0.17, 6.4, 3.8, 18, 0.47, 931, -2.4%
> CC(C)c1ccc2occ(-c3nn[nH]n3)c(=O)c2c1
    28, 751, -2.1, 545, i, 37, i, -6, -18%, 0.13, -0.21, 0.15, 0.31, 3.7, 3.0, 11, 0.08, 1186, -4.4%
> Cn1c(Cc2cccc3ccccc23)nnc1SCc1ccc([N+](=O)[O-])cc1
    1, 677, -2.0, 1107, i, 34, i, -6, 28%, -0.59, -0.26, -0.32, 0.39, 1.4, 2.9, 11, -0.22, 1616, 2.9%
> COc1ccc(NC(=O)Nc2ccccc2F)c([N+](=O)[O-])c1
    2, 725, 3.1, 829, i, 60, i, 4, -1%, -0.2, -0.28, 0.24, 0.44, 3.1, 2.8, 6.3, 0.42, 1588, -1.2%
> O=C(CSc1nnnn1C1CCCC1)Nc1ccccc1F
    -3, 723, 0.7, 1339, i, 38, ., ., 13%, 1.3, -0.24, 1.6, -1.2, ., ., ., -0.17, 1013, .
> O=C(NCCO)c1ccccc1O
    2, 774, 0.5, 935, i, 13, i, -7, -8%, -0.64, -0.28, -0.18, 0.28, 1.7, 1.3, 5.0, 0.69, 1032, -1.7%
> Cc1cc(C(=O)COC(=O)C2COc3ccccc3O2)c(C)n1CC1CCCO1 (stereo unspecified)
    6, 687, -0.7, 1067, i, 10, i, 2, -10%, -0.6, -0.17, -0.94, -0.02, 2.9, 1.3, 5.2, 0.31, 1262, .
> CCOc1ccc(N(CC(=O)NC2CCCC(C)C2C)S(=O)(=O)c2c(C)noc2C)cc1 (stereo unspecified)
    -5, 650, -0.1, 1130, i, 28, i, 13, 1%, -0.68, -0.24, -0.036, 0.67, 8.9, 1.8, 13, -0.58, 1618, .
> CCN1CCN(CCNC(=O)c2ccc(/C=C3/Sc4ccccc4N(Cc4cccc(C)c4)C3=O)cc2)CC1
    -2, 646, 9.1, 1060, i, 28, i, 30, -2%, -0.27, 0.19, -0.17, 0.33, 3.6, 3.4, 2.1, -0.1, 952, -3.9%
> CCOC(=O)N1CCC(N(C(=O)Nc2cccc(OC)c2)C(C)CC)CC1 (stereo unspecified)
    -2, 679, -0.3, 1126, i, 30, i, 2, -6%, 0.23, 0.28, 0.48, 1, 2.8, 1.1, 14, 0.5, 1871, -2.9%
> Cc1cc2c(c(=O)o1)C(CC(C)C)C(C#N)=C(N)O2 (stereo unspecified)
    ., ., 0.3, 1184, i, 36, i, -4, 4%, 1.7, 0.025, 1.8, -2.3, 5.3, 2.5, 2.3, 1.1, 968, -0.6%
> Cc1ccc(S(=O)(=O)N2CCCCC2)cc1C(=O)N1CCN(c2ccccn2)CC1
    -2, 719, -1.4, 1058, i, 33, i, 0, -3%, -0.22, -0.33, 0.14, 0.51, 3.5, 3.1, 8.4, 0.02, 1071, -0.7%
> O=C(NCC1CCNCC1)c1ccncc1
    -4, 705, -2.5, 581, i, 46, i, 3, 2%, 2, -0.21, 2, -1.1, 4.2, 0.1, 64, ., ., -3.4%
> COc1ccc(C)cc1-n1nnnc1SCc1cc(=O)n2cc(C)ccc2n1
    ., ., -2.0, 955, i, 9, i, 6, 9%, -0.47, -0.21, -0.025, 0.34, 2.6, 2.4, 10, ., ., 2.0%
> COc1cccc(S(=O)(=O)Nc2ccc(C(=O)N3CCOCC3)cc2)c1
    0, 727, ., ., i, 50, i, 0, -13%, 0.45, -0.16, 0.91, -0.27, 2.8, 1.3, 28, ., ., -0.5%
> O=C(C/C=N\OCc1ccc([N+](=O)[O-])cc1)Nc1ccc(Cl)cc1
    22, 692, 0.0, 1110, i, 27, i, 9, -5%, -1, -0.31, -0.17, 0.93, 8.0, 2.4, 10.0, 0.11, 1162, -1.1%

# Compound activity from PubChem.
